Screens deposited in PubChem BioAssay by National Center for Advancing Translational Sciences (NCATS).
HADH2 inhib = blocks human hydroxyacyl-CoA dehydrogenase type II; 73,000 compounds, 3.4% hits; Potency, µM (series often up to 57.1 µM), for the others: at the top dose activity change, negative = inhibition, hits mostly inhibitors; recombinant HADH2, NADH fluorescence, beta-hydroxybutyryl-CoA; further: potency means the concentration at half of the fitted maximal effect; on the % scale 0 is the no-effect control and ±100 the full control effect; nearly all actives have a fitted effect of over 60% in size; many of its hits are not listed in these tables
Target sequence (Q99714 whole entry, looked up, one chain of several): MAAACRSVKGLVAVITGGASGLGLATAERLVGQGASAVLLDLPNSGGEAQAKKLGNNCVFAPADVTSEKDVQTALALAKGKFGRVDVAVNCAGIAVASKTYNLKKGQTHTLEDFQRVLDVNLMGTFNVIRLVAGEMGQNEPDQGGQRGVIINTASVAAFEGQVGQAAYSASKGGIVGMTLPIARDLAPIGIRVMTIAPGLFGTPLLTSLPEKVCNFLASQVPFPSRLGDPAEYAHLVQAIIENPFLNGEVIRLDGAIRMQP
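Activity measured as NADH fluorescence gain (360/450 nm), taken as the change between first and last reads of a 4-min kinetic run. Conditions: pH 9.0 Tris buffer, 20 nM E. coli-expressed His-tagged enzyme, 1 mM NAD+, 90 uM beta-hydroxybutyryl-CoA; 15-min compound preincubation.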
DNA Pol III inh = inhibitors of bacterial DNA polymerase III holoenzyme; 71,000 compounds, 0.25% hits; reconstituted DNA polymerase III holoenzyme replication, biochemical; Potency, µM (top dose mostly 57.1 µM), inactives show top-dose activity change, negative = inhibition; further: potency means the concentration at half of the fitted maximal effect; on the % scale 0 is the no-effect control and ±100 the full control effect
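Reconstituted *E. coli* holoenzyme (0.35 nM Pol III, 1 nM beta, 154 nM SSB, 2 nM primase) was preincubated with compound for 15 min at RT. Synthesis on 1.4 nM ssM13Gori ran 35 min, then was stopped with PicoGreen/EDTA and read as dsDNA fluorescence.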
UbGFP stabilizer = proteasome inhibitors stabilizing ubiquitin-GFP reporter; Ubiquitin-GFP reporter cells, proteasome inhibition, GFP fluorescence; response scale: untreated = 0%, 10 µM MG-132 = 100%; Potency, µM (series often up to 45.9 µM), without a hit: top-dose activation (GFP accumulation), actives largely listed as activators; 67,000 tested, under 10 active; active means well fitted activation curve with a large enough effect, not every such curve was filed as active; inconclusive means small, poorly fitted or top-dose-only effect, or another doubt; inactive means no such curve, though single readings can be large or run the other way; further: potency means the concentration at half of the fitted maximal effect
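Proteasome block read as GFP accumulation: ubiquitin(G76V)-GFP U2OS cells exposed to compound (2.9 nM–46 uM) for 4 hr at 37 C. Normalization used untreated cells as 0% and 10 uM MG-132 as 100%; concentration-response curves fitted.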
BRCT PPI red = BRCT-phosphoprotein interaction inhibition (red fluorophore); AID 892; Potency, µM (titrated, usually from 76.9 µM), for inactives: at the highest dose activity change, negative = inhibition, most hits filed as inhibitors; BRCT-phosphopeptide binding, red fluorescence polarization; 75,000 compounds, 0.03% hits; further: on the % scale 0 is the no-effect control and ±100 the full control effect
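Rhodamine-labelled pBACH1 10-mer (100 nM) bound to BRCT domain (100 nM) at pH 7.3; compounds incubated 12 min room temperature, polarization read. Free peptide defines full inhibition; unlabelled decapeptide titrated as control.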
BRCT inh green = blocks human BRCA1 BRCT binding to phosphopeptide, green readout | BRCA1 BRCT-phosphopeptide binding, green fluorescence polarization | AID 875 | P38398 | Potency, µM (doses to about 76.9 µM), inactives show at the top dose activity change, negative = inhibition, most hits filed as inhibitors | 75,000 compounds, 0.05% hits;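 further: potency means the concentration at half of the fitted maximal effect; plate controls were peptide without protein for full effect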
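Compounds were incubated for 12 min at room temperature with a complex of 100 nM fluorescein-tagged pBACH1 decapeptide and 250 nM His-tagged BRCT protein. Buffer was phosphate pH 7.3 with EDTA, DTT and Tween 20. Disruption of binding lowers the polarization signal.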
HBB splice mod = alters splicing of the hemoglobin beta chain | HBB splicing reporter cell assay, activation; EGFP reporter with mutant IVS2-654 intron; response scale: normalised to 500 nM splice-correcting PNA | Potency, µM (top dose mostly 46.1 µM), for inactives: at the top dose activation, usual class: activators | 65,000 compounds, 0.06% hits; further: potency means the concentration at half of the fitted maximal effect; 0% is about no effect
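HeLa cells stably expressing EGFP interrupted by mutant beta-globin intron 2 (IVS2-654), 500/well in 2% FCS. Treated with compound for 2 days at 37C. Splicing correction scored as total well GFP intensity (488 nm excitation, 500-520 nm emission); 500 nM antisense PNA served as control.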
Hsp90 Hop PPI = changes Hsp90-Hop TPR2A binding signal, up or down | AlphaScreen TPR2A-His6 binding biotin-Hsp90 C-terminal peptide | Potency, µM (doses to about 57 µM), without a hit: at the top dose activity change, negative = inhibition | 71,000 compounds, 0.44% hits | AID 595; active means well fitted curve in either direction with a large enough effect; inconclusive means small, poorly fitted or top-dose-only effect, or another doubt; further: potency means the concentration at half of the fitted maximal effect; on the % scale 0 is the no-effect control and ±100 the full control effect; many of its hits are not listed in these tables
GFP derepression = derepresses silenced GFP locus in mouse C127i cells. mouse C127i GFP locus derepression, cytometry, 30 h. 68,000 compounds, 0.09% hits. Potency, µM (highest dose often 46.1 µM), inactives show at the top dose GFP derepression (activation); further: % of control where 0% means no effect
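Read-out is the number of GFP-positive cells, scored as fluorescent objects 20 to 120 um wide, reflecting derepression of a silenced CMV-GFP reporter in murine C127i cells after 30 h compound exposure at 37 C.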
15-hLO inh = 15-hLO (ALOX15) enzyme inhibition | AID 887 | 74,000 compounds, 1.4% hits | P16050 | purified 15hLO-1, xylenol orange hydroperoxide absorbance | Potency, µM (series often up to 57.1 µM), without a hit: at the highest dose activity change, negative = inhibition, usual class: inhibitors; further: potency means the concentration at half of the fitted maximal effect; on the % scale 0 is the no-effect control and ±100 the full control effect; nearly all actives have a fitted effect of over 55% in size
Target sequence (P16050 whole entry, looked up): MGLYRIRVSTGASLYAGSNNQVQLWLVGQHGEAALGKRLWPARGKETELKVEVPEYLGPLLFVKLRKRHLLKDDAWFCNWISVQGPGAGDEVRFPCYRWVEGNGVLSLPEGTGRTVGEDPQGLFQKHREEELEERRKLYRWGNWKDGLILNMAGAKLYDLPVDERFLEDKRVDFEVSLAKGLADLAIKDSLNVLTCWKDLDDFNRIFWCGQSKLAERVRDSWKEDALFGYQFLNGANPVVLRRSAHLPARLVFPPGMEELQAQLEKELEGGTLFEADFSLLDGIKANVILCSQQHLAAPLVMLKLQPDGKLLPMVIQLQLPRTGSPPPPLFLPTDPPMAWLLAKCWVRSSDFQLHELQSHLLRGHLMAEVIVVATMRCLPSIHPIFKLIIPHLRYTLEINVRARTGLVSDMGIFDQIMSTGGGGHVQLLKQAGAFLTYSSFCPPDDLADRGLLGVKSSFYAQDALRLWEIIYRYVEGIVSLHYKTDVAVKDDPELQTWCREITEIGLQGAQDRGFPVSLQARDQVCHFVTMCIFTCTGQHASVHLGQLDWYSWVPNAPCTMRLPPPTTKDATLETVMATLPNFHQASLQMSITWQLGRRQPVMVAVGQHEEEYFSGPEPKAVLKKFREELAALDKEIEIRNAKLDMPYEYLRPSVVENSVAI
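Quantitative HTS in 25 mM Hepes pH 7.5 containing 0.01% Triton X-100: human 15hLO-1 at 40 nM, arachidonic acid at 50 uM, 6 min turnover. Product quantified via ferrous oxidation/xylenol orange, 573:405 nm absorbance ratio.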
CRE-bla Fsk = modulators of forskolin-stimulated CRE signaling in CHO cells; CHO CRE-bla reporter (cAMP response element driving beta-lactamase), forskolin EC10, beta-lactamase ratio; Potency, µM (doses to about 38.2 µM), without a hit: at the highest dose activity change, negative = inhibition, usual class: activators; 71,000 compounds, 2.5% hits; active means well fitted activation curve with a large enough effect in the signal ratio, with a control signal flat, not every such curve was filed as active; inconclusive means small, poorly fitted or top-dose-only effect, or effect the other way, or a change in a side signal; the % refers to the signal ratio; further: potency means the concentration at half of the fitted maximal effect; % of control where 0% means no effect
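Modulation of forskolin signalling: compounds in titration series added with EC10 NKH 477 to CHO cells carrying a CRE-driven beta-lactamase reporter, 3 h, 37C. CCF4 FRET ratio (460/530 nm, ex 405 nm) gives %activity and AC50.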
USP2a inhib = USP2a (human) protease inhibition | AID 927 | USP2a enzymatic assay, qHTS inhibition | Potency, µM (top dose mostly 38.3 µM), for inactives: at the highest dose activity change, negative = inhibition, most hits filed as inhibitors | 60,000 compounds, 0.1% hits | O75604;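 further: potency means the concentration at half of the fitted maximal effect; nearly all actives have a fitted effect of over 60% in size; plate controls were DMSO for no effect and NEM full inhibition control for full effect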
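USP2 core (20nM final) preincubated 30 min RT with compound, then Ub-PLA2 20nM and NBD C6-HPC 20uM final added; buffer 20mM Tris-HCl pH 8.0, 2mM CaCl2. Fluorescence Ex 460/Em 535 read at 0 and 2.5 h; normalized to NEM.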
Numbers without * were called inactive; ? = inconclusive; / = no result given; [ ] = remark or other dose. Unless noted, the call rests on the fitted dose curve; in most records, active means well fitted curve in the direction sought with a large enough effect; inconclusive means small, poorly fitted or top-dose-only effect, or another doubt; inactive means no such curve, though single readings can be large; an effect the other way counts as inactive or inconclusive. The list is partial, so the mix of outcomes need not match the whole.

SMILES	HADH2 inhib	DNA Pol III inh	UbGFP stabilizer	BRCT PPI red	BRCT inh green	HBB splice mod	Hsp90 Hop PPI	GFP derepression	15-hLO inh	CRE-bla Fsk	USP2a inhib
COCC(=O)NCc1nc2ccccc2n1Cc1ccccc1F	7%	-2%	-13%	-0.2%	2.4%	-0.5%	0%	0%	3%	-4%	-7%
COc1cccc(OCc2nc3ccccc3c(=O)n2N)c1	6%	4%	-3%	-1.9%	1.1%	0.5%	1%	0%	6%	?	5%
CCCOC(=O)CCNc1n[nH]c(=O)[nH]c1=O	-1%	-1%	-1%	-2.2%	-0.4%	-0.6%	-5%	-4%	-3%	-1%	1%
CC(O)c1nc2ccccc2n1C/C=C/c1ccccc1 (configuration not stated)	6%	10%	-6%	-1.5%	-0.3%	-2.7%	-5%	-3%	18%	-19%	8%
CCCS(=O)(=O)N1CCCC(C(=O)N2CCN(C(=O)OCC)CC2)C1 (configuration not stated)	1%	4%	-2%	0.8%	-1.7%	-1.6%	-1%	6%	8%	-3%	-4%
Cc1ccc(C(=O)/C=C/Nc2ccccc2C(N)=O)o1	-2%	0%	2%	0.7%	-1.6%	-0.1%	-2%	0%	-4%	?	-8%
CC(/C=C/c1ccccc1)NC(N)=O (configuration not stated)	-8%	2%	4%	0.2%	0.7%	0.0%[9.22 µM]	-1%	-2%	10%	-3%	-2%
Nc1nc2sc3c(c2cc1C(=O)N1CCOCC1)CCCC3	-7%[11.4 µM]	-4%[11.4 µM]	-2%[9.17 µM]	-3.0%	-3.1%	0.5%[0.0738 µM]	-4%[11 µM]	2%	3.2µM*	?	-4%[7.66 µM]
C1=CN2CCC1C(c1ccccc1)C2 (configuration not stated)	1%	0%	10%	0.0%	-0.6%	-0.6%	0%	0%	7%	7%	9%
Cc1sc2nc(SCC(=O)Nc3c(C)n(C)n(-c4ccccc4)c3=O)n(C)c(=O)c2c1C	?	-3%	-1%	-1.4%	3.2%	-0.2%[57.5 µM]	-3%	2%	-19%	2%	11%
COCCN(CCOC)Cc1c(O)ccc2c3c(c(=O)oc12)CCC3	4µM*	0%	-7%	0.1%	-1.3%	1.4%	-5%	-4%	2%	13µM*	1%
COc1ccc(OCC(=O)NCc2cccnc2)cc1	-1%	-12%	-4%	0.3%	0.6%	1.4%	-5%	3%	9%	?	3%
CC(C)[C@H](O)C1=CCCCC1=O	-5%[11.4 µM]	/	/	0.6%[15.4 µM]	-0.9%[15.4 µM]	1.0%[9.22 µM]	/	/	-15%[11.4 µM]	/	/
CCSc1nc2c(c(=O)[nH]1)C(c1ccncc1)C(C(=O)OC(C)C)=C(C)N2 (configuration not stated)	-2%	-2%	3%	0.5%	-1.7%	-1.4%	-1%	4%	6%	?	6%
CC(C)c1ccc(-c2nc(N3CCOCC3)[nH]c(=O)c2C#N)cc1	-6%	-2%	-4%	0.0%	-1.6%	-0.5%	-1%	0%	5%	4%	-23%
COC(=O)c1cccc(S(=O)(=O)N2CCC(C)CC2)c1	-4%	-11%	4%	-0.1%	0.0%	-0.8%	0%	0%	-9%	-4%	-5%
O=C(CCN1CCOCC1)Nc1c(-c2ccccc2)c2cc(Br)ccc2[nH]c1=O	-3%	-7%	16%	0.6%	2.3%	-0.3%[9.22 µM]	-3%	-2%	-6%	-14%	12%
Cn1cccc1C(=O)N1CCC2(CC1)CN(C(=O)Nc1cccc(F)c1)C2	6%	-4%	0%	0.0%	-3.2%	3.9%	-2%	2%[9.22 µM]	-2%	-12%	39%[activator]
Cc1cc(C)cc(N(CC(=O)N2CCN(Cc3ccccc3)CC2)S(=O)(=O)c2c(C)noc2C)c1	5%	2%	0%	-0.9%	-2.5%	0.1%	-6%[2.3 µM]	/	-2%	5%	/
Cc1ccc(C2N(c3ccc(F)cc3)C(=O)C3CCCN32)cc1 (configuration not stated)	2%	0%	12%	0.0%	5.0%	-0.3%	1%	5%	5%	-8%	/
Cc1cc(Nc2nc3c(c(=O)n(C)c(=O)n3C)n2C)n(-c2ccc(Cl)cc2)n1	3%	8%	0%	-2.6%	-1.4%	-0.3%[57.5 µM]	6%	0%	-28%	?	8%
O=C1C2C(c3ccccc3)C=CC(c3ccccc3)C2C(=O)N1CCO (configuration not stated)	-2%	-2%	10%	0.4%	-1.1%	-0.5%	-8%	0%	0%	-2%	10%
Cc1noc(C)c1S(=O)(=O)NC1CCCc2ccccc21 (configuration not stated)	5%	0%	0%	-2.0%	-1.9%	-3.2%	0%	2%	2%	2%	4%
Cc1c(C(=O)OCc2ccccc2)nnn1-c1nonc1N	-1%	-5%	8%	0.1%	-1.6%	0.1%	3%	1%	-8%	-24%	5%
Cc1cccc(-n2ncc3c(N4CCCC4)ncnc32)c1	2%	-1%	-8%	0.0%	3.7%	0.6%	-1%	0%	-3%	?	-2%
Cc1ccc(Cn2c(SCCN3CCOCC3)nc3c2c(=O)n(C)c(=O)n3C)cc1	1%	-5%	2%	-0.1%	-4.1%	-2.2%[57.5 µM]	-6%	2%	3%	?	5%
CCC(c1nnnn1CCc1ccccc1)N(Cc1ccco1)Cc1cc2c(C)ccc(C)c2[nH]c1=O (configuration not stated)	-14%	-7%	2%	0.2%	11%	-0.4%[57.5 µM]	-15%	-3%	-26%	-8%	/
N#Cc1c(NC(=O)CN2CCN(S(=O)(=O)c3ccc4c(c3)OCCO4)CC2)sc2c1CCC2	1%	?	4%	1.1%	0.4%	1.6%[57.5 µM]	-1%	?	-1%	0%	4%
C=CCSC1=C(C#N)C(c2ccccc2)CC(=O)N1 (configuration not stated)	1%	-2%	0%	-0.9%	0.4%	-0.1%[57.5 µM]	1%	-3%	4%	-6%	/
O=C(NC1CCCC1)C(c1ccc(Cl)cc1)N1CCOCC1 (configuration not stated)	3%	-8%	4%	-0.9%	0.0%	0.2%	2%	-3%	1%	-5%	/
CC(=O)c1cc(F)c(N2CCCC2)cc1C	1%	-11%	19%	-2.9%	-0.9%	-6.2%	0%	-4%	2%	8%	4%
Nc1nnc(CCS(=O)(=O)c2cc(Cl)ccc2Cl)s1	-11%	-3%	17%	-1.5%	-0.9%	-1.2%[9.22 µM]	?	2%	0%	-4%	-3%
O=C(NC1CCCC1)C1CCCN(S(=O)(=O)c2cccc3cccnc23)C1 (configuration not stated)	2%	-10%	0%	0.5%	-1.5%	0.1%	-2%[2.3 µM]	/	2%	-4%	/
CCSc1ncc(Cl)c(C(=O)N(Cc2ccc(N(C)C)cc2)C2CCS(=O)(=O)C2)n1 (configuration not stated)	-1%	-8%	-2%	1.0%	-4.0%	0.2%	-17%	-2%	-17%	-5%	18%
O=C(c1ccccc1)c1ccc(CN2C(=O)c3ccccc3C2=O)o1	-1%	-4%	2%	-0.1%	1.6%	1.3%	5%	2%	-4%	19%	-6%
CCC1C(=O)N=C(SCC(=O)Nc2ccc(C(=O)OC)cc2)NC1=O (configuration not stated)	-5%	-5%	-6%	-0.1%	-0.7%	0.9%	0%	2%	5%	?	-8%
O=C(O)CSc1nnc(CNc2cccc(C(F)(F)F)c2)n1Cc1ccco1	3%	-4%	4%	-0.6%	-0.1%	0.9%	-1%	1%	0%	-8%	0%
Cc1ccc2c(c1)c(C)c(C)n2CC(O)Cn1nc(C)cc1C (configuration not stated)	-24%	-3%	0%	-1.2%	-3.6%	/	-8%	-3%	?	-2%	15%
Cc1ccc(-n2c(Cc3cccn3C)nnc2SCC(N)=O)cc1	7%	4%	-8%	-0.1%	-1.9%	0.2%	0%	2%	0%	6%	4%

Some values from above:
In HBB splice mod, `COCC(=O)NCc1nc2ccccc2n1Cc1ccccc1F` reads -0.5%
In DNA Pol III inh, `Cc1ccc(C2N(c3ccc(F)cc3)C(=O)C3CCCN32)cc1` (configuration not stated) reads 0%
